LDHA block – qHTS assay for inhibitors of human lactate dehydrogenase; L-lactate dehydrogenase A chain (Homo sapiens), P00338; purified LDHA, NADH/diaphorase-resazurin fluorescence; stronger effect = lower value; activity change, % (values are at about 110 or 230 µM); actives 0.15% (n = 480,000); in the data active = activity change below about -30%;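 also: plate controls were DMSO wells for no effect and wells without enzyme for full effect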
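Enzyme activity of human lactate dehydrogenase 5 (2 nM; 0.06 mM NADH, 0.2 mM pyruvate, 5 min, RT) is measured via a resazurin/diaphorase fluorescence readout of residual NADH.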
The depositor's hits bear a star. The list is partial; rates above refer to the full screens.

`COCCn1c(CCC(=O)Nc2cc(F)ccc2C)nc2c1c(=O)[nH]c(=O)n2CC(C)C` gave LDHA block -4.
For Cc1nn(-c2ncnc3nc[nH]c23)c2c1C(c1ccc(F)cc1Cl)CC(=O)N2 (configuration not stated) the results were LDHA block -4.
For Cn1c(=O)c2c(ncn2CCC(=O)NCC2CCCCC2)n(C)c1=O the results were LDHA block 8.
Screening O=C(COc1ccc2ccc(=O)oc2c1)NCC1(N2CCCCC2)CCCCC1 returned LDHA block 3.
COc1ccccc1C(=O)Nc1ccc2oc(-c3cccc(F)c3)nc2c1 was read as LDHA block -2.
For CCC1CCC(C(=O)Nc2ccc(Br)cc2)CC1 (configuration not stated) the results were LDHA block 1.
Screening COc1ccc(N=C/C(C(=O)C(F)(F)F)=C(\O)c2cccs2)cc1 returned LDHA block 13.
O=C(Cc1ccc(Cl)cc1)Oc1ccc2ccccc2c1 was read as LDHA block 12.
O=C(CCN1C(=O)C2C3CC(C(Br)C3Br)C2C1=O)OCC(=O)c1ccc([N+](=O)[O-])cc1 (configuration not stated) was read as LDHA block 0.
For Cc1nc2ccc(C(=O)NCc3ccccn3)cc2nc1C the results were LDHA block 2.
For CCCS(=O)(=O)N1CCN(c2ccc(N3CCCCC3)nn2)CC1 the results were LDHA block 3.
Screening CCOC(=O)C1=C(C)N=C2SCC(=O)N2C1c1ccc(OC)cc1OC (configuration not stated) returned LDHA block -3.
Screening CCN(CC)CCNC(=O)C(C)c1n[nH]c(=O)c2ccccc12 (configuration not stated) returned LDHA block -5.
For O=C(NCc1ccc(OCC(F)(F)F)cc1)c1cnc2ccccc2n1 the results were LDHA block 5.
For CCOC(=O)NNC(=S)NCC1CCCO1 (configuration not stated) the results were LDHA block 3.
For COc1ccccc1NC(=O)C1CCCN(c2ccc3nncn3n2)C1 (configuration not stated) the results were LDHA block 0.
Cc1ccc(N(CC(=O)NCC2CCCO2)S(=O)(=O)c2ccc(C)cc2)cc1 (configuration not stated) was read as LDHA block -8.
For COc1cc(/C=C(/C#N)c2ccc(C(F)(F)F)cn2)cc(OC)c1O the results were LDHA block 7.
COc1cc(CNC(=O)CCc2ccncc2)ccc1OC1CCCC1 was read as LDHA block -3.
`Cc1ccc(CNC(=O)CSc2nc3ccccc3o2)cc1` gave LDHA block 3.
Screening Nc1nnnn1NCc1cc(Cl)ccc1OCc1ccc(F)cc1Cl returned LDHA block 0.
Screening CCc1ccc(-c2csc(/C(C#N)=C/Nc3ccccc3CC)n2)cc1 returned LDHA block 3.
For N#Cc1c(F)cccc1NCC12CC3CC(CC(C3)C1)C2 the results were LDHA block 5.
Screening O=C(CCC1CCCC1)Nc1cc(C(F)(F)F)ccc1Cl returned LDHA block -22.
COC(=O)CNC(=O)c1ccc(CN)cc1 was read as LDHA block 8.
Screening CN(C)CCN(Cc1ccccc1F)C(=O)c1ccc(S(C)(=O)=O)cc1 returned LDHA block -15.
Screening CCc1c(C)sc(NC(=O)C2c3ccccc3Oc3ccccc32)c1C#N returned LDHA block 24.
For C=CCNC(=O)CN1CCN(c2ccnc3c(F)ccc(F)c23)CC1 the results were LDHA block -1.
For CC(=O)c1c(C)[nH]c(C(=O)c2cc3cc(Br)ccc3o2)c1C the results were LDHA block 5.
CC1CCCC(N2CCN(Cc3ccc(Cl)cc3)CC2)C1 (configuration not stated) was read as LDHA block 11.
Screening Cc1ccc(CNC(=O)CCc2ncc(-c3c(F)cccc3F)o2)cc1F returned LDHA block 6.
`O=C(c1ccccc1Br)N(Cc1ccc2[nH]ccc2c1)C1CC1` gave LDHA block 0.
For CC(C)=CC(=O)Nc1ccc(CC(=O)N2CCOCC2)cc1 the results were LDHA block 0.
`Cc1[nH]c2ccc(C(=O)NCCOc3ccccc3)cc2c1C` gave LDHA block -12.
For Cc1cc(Br)ccc1NC(=O)CN(C)Cc1ncc(-c2ccc(F)cc2)o1 the results were LDHA block -3.
`Cc1cccc(NC(=O)CCc2ncc(-c3ccc(F)cc3F)o2)c1` gave LDHA block -7.
For Cc1cc(C(=O)N2CCN(S(=O)(=O)c3ccc(C(C)C)cc3)CC2)c(C)n1C(C)C the results were LDHA block -3.
CC1CC(C)CN(C(=O)c2ccc(Oc3ccccc3)cc2)C1 (configuration not stated) was read as LDHA block 12.
For Clc1cccc(CNc2n[nH]c(-c3ccco3)n2)c1 the results were LDHA block 9.
Screening Cc1c[n+](=O)c2ccccc2n1[O-] returned LDHA block 2.
`CC(C)(C)c1ccc(C(=O)Nc2cccc(C#N)c2)cc1Br` gave LDHA block 4.
Screening Nc1ccccc1OCC1CCCO1 (configuration not stated) returned LDHA block 0.
CC(NC(=O)C1CCN(c2ccc(C#N)cn2)CC1)c1ccc(F)cc1 (configuration not stated) was read as LDHA block -7.
CCN(Cc1ccc(Br)s1)C(=O)Cn1nnc(-c2cccc(Cl)c2)n1 was read as LDHA block 0.
For CC(=O)c1ccc(NC(=O)C(C)Sc2ncnc3ccccc23)cc1 (configuration not stated) the results were LDHA block -3.
Screening FC(F)(F)c1cccc(-n2c(SCc3cccc(Br)c3)nnc2-c2cccnc2)c1 returned LDHA block 4.
O=C(NC(NCc1ccccc1Cl)(C(F)(F)F)C(F)(F)F)c1ccccc1 was read as LDHA block 3.
Screening CCC(=O)N1N=C(c2ccc(F)cc2)CC1c1ccc2nccnc2c1 (configuration not stated) returned LDHA block 9.
For COC(=O)c1ccc(OC(=O)c2ccc(OC)c(Br)c2)cc1 the results were LDHA block 0.
`CC(C)(C)c1ccc(-c2nnc(SCC(=O)N3CCOCC3)n2C2CCCCC2)cc1` gave LDHA block -10.
`S=C(NCCc1c[nH]c2ccccc12)Nc1cccc(Cl)c1` gave LDHA block -4.
Screening CCc1sc(C(=O)NC(C)C)cc1C returned LDHA block -1.
Cc1cccc(S(=O)(=O)N2CCN(c3ccc(Nc4ccccc4)nn3)CC2)c1 was read as LDHA block -3.
For CC(=O)N(c1nc(C)c(C(=O)Nc2ccc3cc[nH]c3c2)s1)C1CC1 the results were LDHA block 11.
For COc1cc2c(cc1OC)CN(C(=O)CCCN(C)S(=O)(=O)c1ccc(F)cc1)CC2 the results were LDHA block 2.
Screening O=[N+]([O-])c1ccc(/C=N/Nc2ccc(S(=O)(=O)Nc3ccccc3)cc2[N+](=O)[O-])o1 returned LDHA block 7.
For CCOc1ccc(NC(=O)C(C)Oc2cc(C)cc(C)c2)c2cccnc12 (configuration not stated) the results were LDHA block 24.
Screening CCNC(=O)c1cccc(Nc2nc(CN3CCOCC3)nc3sc4c(c23)CCCC4)c1 returned LDHA block 11.
Screening CC(SC1CCCCC1)C(=O)Nc1cccc(C#N)c1 (configuration not stated) returned LDHA block -24.
Cn1c(=O)[nH]c(=O)c2c1nc(NCc1ccccc1)n2CCO was read as LDHA block 2.
Screening CCc1ccc(N2CC(C(=O)OCC(=O)Nc3ccc(Cl)c(Cl)c3)CC2=O)cc1 (configuration not stated) returned LDHA block 4.
`CC(=O)NCc1ccc(-c2csc(Nc3cccc(C(F)(F)F)c3)n2)o1` gave LDHA block 6.
O=C(OCc1nc2ccccc2o1)c1ccc(CO)cc1 was read as LDHA block 3.
`CC(=O)NNC(=S)Nc1ccc(C(C)C)cc1` gave LDHA block -5.
For Cc1c(-c2ccccc2)c(=O)oc2cc(OC(=O)N3CCOCC3)ccc12 the results were LDHA block -4.
Screening CCc1ccc2nc(-c3ccncc3)cc(C(=O)O)c2c1 returned LDHA block 8.
For Cc1cccc(-n2ncc3c(NC4CCCCCCCCCCC4)ncnc32)c1 the results were LDHA block 4.
Screening CCOC(=O)c1oc2cc(OC)ccc2c(=O)c1-c1ccccc1OC returned LDHA block 2.
For CCC(C)NC(=O)Nc1ccc2nc(N3CCOCC3)cc(C)c2c1 (configuration not stated) the results were LDHA block 8.
For Cc1[nH]c2ccccc2c1/C=C(\C#N)c1nc2ccccc2[nH]1 the results were LDHA block 1.

Sorted by molecular weight (largest number first): some entries from above.
Screening CCNC(=O)c1cccc(Nc2nc(CN3CCOCC3)nc3sc4c(c23)CCCC4)c1 returned LDHA block 11.
For COc1cc2c(cc1OC)CN(C(=O)CCCN(C)S(=O)(=O)c1ccc(F)cc1)CC2 the results were LDHA block 2.
Screening CCc1ccc(N2CC(C(=O)OCC(=O)Nc3ccc(Cl)c(Cl)c3)CC2=O)cc1 (configuration not stated) returned LDHA block 4.
Screening O=[N+]([O-])c1ccc(/C=N/Nc2ccc(S(=O)(=O)Nc3ccccc3)cc2[N+](=O)[O-])o1 returned LDHA block 7.
Cc1cccc(S(=O)(=O)N2CCN(c3ccc(Nc4ccccc4)nn3)CC2)c1 was read as LDHA block -3.
For Cc1cccc(-n2ncc3c(NC4CCCCCCCCCCC4)ncnc32)c1 the results were LDHA block 4.
`CC(=O)NCc1ccc(-c2csc(Nc3cccc(C(F)(F)F)c3)n2)o1` gave LDHA block 6.
For Cc1c(-c2ccccc2)c(=O)oc2cc(OC(=O)N3CCOCC3)ccc12 the results were LDHA block -4.
For CCOc1ccc(NC(=O)C(C)Oc2cc(C)cc(C)c2)c2cccnc12 (configuration not stated) the results were LDHA block 24.
For CC(=O)N(c1nc(C)c(C(=O)Nc2ccc3cc[nH]c3c2)s1)C1CC1 the results were LDHA block 11.
For CCC(C)NC(=O)Nc1ccc2nc(N3CCOCC3)cc(C)c2c1 (configuration not stated) the results were LDHA block 8.
Cn1c(=O)[nH]c(=O)c2c1nc(NCc1ccccc1)n2CCO was read as LDHA block 2.
For Cc1[nH]c2ccccc2c1/C=C(\C#N)c1nc2ccccc2[nH]1 the results were LDHA block 1.
Screening CC(SC1CCCCC1)C(=O)Nc1cccc(C#N)c1 (configuration not stated) returned LDHA block -24.
Screening CCc1ccc2nc(-c3ccncc3)cc(C(=O)O)c2c1 returned LDHA block 8.
`CC(=O)NNC(=S)Nc1ccc(C(C)C)cc1` gave LDHA block -5.
Screening CCc1sc(C(=O)NC(C)C)cc1C returned LDHA block -1.

Further records:
Screening CCCCC(=O)Nc1cc(C(=O)OCc2cc(=O)n3oc(C)cc3n2)ccc1OC returned LDHA block 8.
For O=C(NCC(c1cccs1)N1CCCC1)c1nn(Cc2ccccc2)c(=O)c2ccccc12 (configuration not stated) the results were LDHA block 3.
Screening O=C(O)C(c1c[nH]c2ccc(Cl)cc12)N1CCN(Cc2ccccn2)CC1 (configuration not stated) returned LDHA block -1.
For Cc1cc(NC(=O)CNc2cc(S(=O)(=O)N3CCOCC3)ccc2Oc2ccccc2)no1 the results were LDHA block 6.
Screening COc1cc(C2C(C(=O)Nc3ccccn3)=C(C)Nc3ncnn32)ccc1OCc1ccccc1 (configuration not stated) returned LDHA block 1.
CCN(CC)S(=O)(=O)c1cc(NC(=O)C2CCCN(C(=O)c3ccc(Cl)cc3)C2)ccc1C (configuration not stated) was read as LDHA block -2.
CC(C)CNC(=O)CN(c1ccc(Cl)c(C(F)(F)F)c1)S(C)(=O)=O was read as LDHA block 0.
Cn1c(O)c(C2=Nc3ccccc3SC(c3ccc(O)cc3)C2)c(=O)[nH]c1=O (configuration not stated) was read as LDHA block 8.
`C=CCNC(c1ccccc1)c1ccccc1` gave LDHA block -2.
Screening O=C(c1ccccc1)C(Cl)C(c1ccccc1)C1(Cl)CCCCC1=O (configuration not stated) returned LDHA block -15.

Not a retest: entries from further up.
CC(C)CNC(=O)CN(c1ccc(Cl)c(C(F)(F)F)c1)S(C)(=O)=O was read as LDHA block 0.
Cn1c(O)c(C2=Nc3ccccc3SC(c3ccc(O)cc3)C2)c(=O)[nH]c1=O (configuration not stated) was read as LDHA block 8.
`C=CCNC(c1ccccc1)c1ccccc1` gave LDHA block -2.
Screening O=C(c1ccccc1)C(Cl)C(c1ccccc1)C1(Cl)CCCCC1=O (configuration not stated) returned LDHA block -15.

Carrying on:
For NC(=O)CCC(NC(=O)c1ccc(-c2ccc(F)cc2)o1)C(=O)O (configuration not stated) the results were LDHA block 5.
Screening Cc1ccc(NC(=O)CC(O)(c2nccn2C)C(F)(F)F)cc1C (configuration not stated) returned LDHA block -2.
For N#C/C(=C/c1ccc(-c2ccccc2F)o1)c1nc2ccccc2[nH]1 the results were LDHA block 11.
`CSc1cccc(NC(=O)C2C(C=C(C)C)C2(C)C)c1` (configuration not stated) gave LDHA block -1.
Screening COc1ccc(-c2ccc(=O)n(CC(=O)NCc3cccnc3)n2)c(F)c1 returned LDHA block 1.
`O=C(NCC#Cc1cccc(C(F)(F)F)c1)NC1CCN(Cc2ccccn2)CC1` gave LDHA block 12.
`COc1ccccc1NC(=O)c1cc2cc(C)ccc2n1C` gave LDHA block 4.
Screening COc1ccc(C(=O)Nc2oc3c(C)cccc3c(=O)c2-c2cc(OC)c(OC)c(OC)c2)cc1 returned LDHA block -1.
Screening Cn1cnnc1SCc1coc(-c2cccc(Cl)c2)n1 returned LDHA block -7.
Screening COc1ccccc1NC(=O)CCc1c[nH]c2ccccc12 returned LDHA block 14.
Screening CSC(C)C(=O)NC(C)c1ccccc1Br (configuration not stated) returned LDHA block -2.
`FC(F)(F)c1cc(Cl)c2nc(-c3cccc(Br)c3)cn2c1` gave LDHA block 1.
Screening CC(C)C(NC(=O)N1CCC(NS(=O)(=O)c2cccs2)CC1)c1ccc(F)cc1 (configuration not stated) returned LDHA block 0.
CCc1cccc2c(C(=O)O)cc(-c3ccccc3C)nc12 was read as LDHA block 0.
`CC(NCCC(=O)N1CCN(c2ncccn2)CC1)c1ccc(Cl)cc1Cl` (configuration not stated) gave LDHA block -1.
For Cn1c(=O)c2c(nc(NCc3ccco3)n2Cc2cccc(Cl)c2)n(C)c1=O the results were LDHA block 2.
Screening c1coc(CNCc2cccc3[nH]ccc23)c1 returned LDHA block 1.

Compound activity (PubChem)
